Compound activity: PubChem BioAssay, Sanford-Burnham Center for Chemical Genomics
hIAP block: human IAP inhibitors, primary screen, biochemical, luminescence, uHTS; purified IAP, CDP-Star luminescence, 30 min; inhibition, % at 10 µM; actives 0.12% (n = 330,000); AID 2544, 2010;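 active = inhibition reaching a set limit with compound at 10 µM in the primary screen, cut at about 35% in these data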;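 note: plate controls were DMSO wells with enzyme for no effect and no-enzyme buffer wells for full effect; values of inactives mirror those of a sister screen read the other way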
HKDC1 inhibitor: HKDC1 hexokinase inhibitors, primary screen, biochemical, fluorescence, uHTS; Q2TB90; recombinant HKDC1, G6PDH/diaphorase resazurin coupled fluorescence; inhibition, % at 20 µM; actives 0.16% (n = 340,000); AID 493160, 2011;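 active = inhibition above about 35% when tested at 20 µM, limit read from the data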;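 note: plate controls were DMSO wells with enzyme for no effect and DMSO wells lacking enzyme for full effect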
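Test system: recombinant HKDC1 (HK5) hexokinase enzyme, produced in-house / Doses: 20 µM test compound, 1% DMSO / Timing: 90 min, room temperature / Detection: G6PDH/diaphorase-coupled fluorescence, 1 mM NADP, 100 µM resazurin, 525/613 nm / Control set: DMSO wells with and without enzyme mix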
A3A deaminase: APOBEC3A ssDNA deaminase inhibitors, primary screen, selectivity assay for APOBEC3G inhibitor project, biochemical, FAM/TAMRA oligo cleavage fluorescence; DNA dC->dU-editing enzyme APOBEC-3A (Homo sapiens), P31941; recombinant A3A, FAM/TAMRA ssDNA deamination fluorescence; inhibition, % at 20 µM; actives 0.41% (n = 330,000); AID 493011, 2011;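 active = at least 40% inhibition at 20 µM here, with at most 30% in a related deaminase screen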;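 note: plate controls were A3A with DMSO for no effect and wells lacking A3A enzyme for full effect; some results filed as inactive read as strong as hits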
Target sequence (P31941 whole entry, looked up): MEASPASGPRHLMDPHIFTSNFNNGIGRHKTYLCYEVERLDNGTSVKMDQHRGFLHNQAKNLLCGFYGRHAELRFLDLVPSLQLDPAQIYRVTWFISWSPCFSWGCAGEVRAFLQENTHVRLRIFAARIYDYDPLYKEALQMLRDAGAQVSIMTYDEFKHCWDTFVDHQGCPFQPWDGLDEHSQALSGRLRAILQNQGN
hIAP activ: human IAP activators, primary screen, biochemical, luminescence, uHTS. Intestinal-type alkaline phosphatase (Homo sapiens), P09923. purified human IAP, CDP-Star luminescence, 30 min; stronger effect = higher value; 1 = vehicle-only enzyme, 0 = enzyme-free background. activation factor at 10 µM. actives 0.16% (n = 330,000). AID 2524, 2010;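 active = activation factor of the enzyme at least 2-fold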; note: the source names both 10 and 20 µM as test concentration; values of inactives mirror those of a sister screen read the other way
ATG4B inh: ATG4B protease inhibitors, primary screen, biochemical, fluorescence, uHTS; actives 0.51% (n = 340,000); inhibition, % at 8.33 µM; Cysteine protease ATG4B (Homo sapiens), Q9Y4P1; AID 504462, 2011; ATG4B cleavage of LC3-PLA2, NBD-HPC fluorescence, 1 h; in the data active = inhibition above about 40%
Target sequence (Q9Y4P1 whole entry, looked up): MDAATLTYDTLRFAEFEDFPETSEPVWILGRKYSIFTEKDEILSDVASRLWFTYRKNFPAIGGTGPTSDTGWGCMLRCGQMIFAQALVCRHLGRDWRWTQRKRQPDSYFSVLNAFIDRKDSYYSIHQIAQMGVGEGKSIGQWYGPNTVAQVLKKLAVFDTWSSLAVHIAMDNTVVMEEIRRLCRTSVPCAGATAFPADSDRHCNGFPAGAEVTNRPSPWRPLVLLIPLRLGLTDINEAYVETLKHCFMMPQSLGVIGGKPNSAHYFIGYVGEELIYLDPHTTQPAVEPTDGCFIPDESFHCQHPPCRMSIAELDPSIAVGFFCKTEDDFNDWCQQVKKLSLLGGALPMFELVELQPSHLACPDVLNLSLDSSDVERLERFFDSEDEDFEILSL
PfGluPho inh: PfG6PD enzyme inhibitors, primary screen, biochemical, fluorescence intensity, uHTS; glucose-6-phosphate dehydrogenase-6-phosphogluconolactonase (Plasmodium falciparum 3D7); inhibition, % at 20 µM; actives 0.78% (n = 350,000); AID 504690, 2011; PfGluPho enzyme, NADPH resazurin-diaphorase fluorescence;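 active = inhibition reaching at least a set limit at 20 µM in the primary screen, cut at about 59% in these data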;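 note: 0% = DMSO wells with substrate and 100% = DMSO wells lacking glucose-6-phosphate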
mIAP activ: activators of mouse IAP, primary screen, biochemical, luminescence, uHTS. activation factor at 10 µM. intestinal alkaline phosphatase [Mus musculus]. muIAP, CDP-Star luminescence, 30 min; stronger effect = higher value; 1 = vehicle-only enzyme signal, 0 = enzyme-free wells. actives 0.24% (n = 330,000);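 active = activation factor of at least 2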; note: the source names both 10 and 20 µM as test concentration; values of inactives mirror those of a sister screen read the other way
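Assay system: mouse IAP enzyme; reagent: chemiluminescent substrate CDP-Star; dosing: test compounds delivered from DMSO solution; schedule: 30 min at room temperature; measured by: luminescence from enzymatic CDP-Star hydrolysis; controls: DMSO-only wells and no-enzyme negative control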
mIAP inh: inhibitors of mouse IAP, primary screen, biochemical, luminescence, uHTS | AID 2806, 2010 | actives 0.2% (n = 330,000) | purified mouse IAP, CDP-Star luminescence, 30 min | inhibition, % at 10 µM;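 active = inhibition of at least 40% at 10 µM in the primary screen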;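 note: plate controls were DMSO with enzyme for no effect and no enzyme wells for full effect; values of inactives mirror those of a sister screen read the other way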
An asterisk follows results filed as active; x = not tested or not shown. No enrichment for hits. Share with any hit: about 2.4%.

mIAP activ	ATG4B inh	hIAP block	HKDC1 inhibitor	hIAP activ	A3A deaminase	mIAP inh	PfGluPho inh	SMILES
1	5	-10	-6	1.1	4	0	0	COC(=O)Cc1ccc(NC(=O)c2ccc3c(c2)C(=O)N(Cc2ccco2)C3=O)cc1
0.99	0	-22	-3	1.2	-8	1	-10	O=C(NC12CC3CC(CC(C3)C1)C2)N1CCN(c2ccccc2)CC1
0.97	-5	-66	0	1.7	-4	3	11	C/C(=N/NC(=O)CN1CCN(Cc2ccccc2Cl)CC1)c1ccco1
0.98	2	6	1	0.94	-5	2	-7	COc1ccc(OCC(=O)N/N=C/C=C/c2ccccc2)cc1
1.1	-5	-11	-3	1.1	-1	-7	-19	CC12CCC(=O)N1C(C(=O)N1CCN(S(=O)(=O)c3ccc(Br)cc3Cl)CC1)CS2 (stereo not given)
0.98	13	-10	-7	1.1	0	2	-1	CCCCn1c(N)c(N(CC(C)C)C(=O)CC2CCCCC2)c(=O)[nH]c1=O
1	-17	-8	-3	1.1	-1	0	1	CCc1ccc(N(C(=O)c2csnn2)C(C(=O)NC2CCCCC2)c2ccncc2)cc1 (stereo not given)
0.93	-5	-3	-10	1	-5	7	4	Cn1c(COc2ccccc2)nnc1SCC(=O)NCc1ccccc1
1.1	-2	18	6	0.82	-3	-6	-22	Nc1ccccc1S(N)(=O)=O
0.98	9	8	1	0.92	0	2	-12	CCc1cc(C(=O)N(Cc2ccccc2)c2c(N)n(CCOC)c(=O)[nH]c2=O)sc1C
0.94	-9	2	-4	0.98	1	6	3	COc1ccc(N(CC(=O)NC2CCCCC2)S(=O)(=O)c2cccnc2)cc1
1	-13	-14	1	1.1	4	0	4	CCOC(=O)c1cncc(C#CCOC(=O)Nc2ccc(OC(F)(F)F)cc2)c1
1	2	4	4	0.96	-3	-5	-10	CCOc1ccc(NC(=O)CN(C)C(=O)CCNC(=O)c2ccc(Br)cc2)cc1OCC
0.96	-1	-17	-5	1.2	-2	4	-6	CC1=Nc2cc(C(=O)N3CCCC3)ccc2Sc2ccc(C)cc21
1	-4	7	-8	0.93	-3	-1	-10	O=C(COc1cc(O)c2c(=O)cc(-c3ccccc3)oc2c1)c1ccccc1
0.95	-6	-10	-6	1.1	-6	5	-4	Cc1nn(C)c(C(=O)N/N=C/c2ccncc2)c1Cl
0.93	-2	16	-10	0.84	0	7	14	C=CCn1c(-c2cccc(OC)c2)n[nH]c1=S
1	-7	4	-9	0.96	-1	-2	4	Cc1cccc(CN2CCN(Cc3cccc4nonc34)CC2CCO)n1 (stereo not given)
0.99	3	x	-5	x	-2	0	2	Nc1ncnc2c1ncn2[C@@H]1O[C@H](CNC(=O)[C@@H]2CCC(=O)N2)[C@@H](O)[C@H]1O
1.1	6	14	-6	0.85	0	-11	9	O=C(OCC(=O)N1CCCc2ccccc21)c1cccnc1Cl
0.9	-10	-13	-14	1.1	2	10	-5	Cc1cc(C)n(-c2ccc(F)cc2)c(=O)c1C#N
0.92	-2	6	-6	0.94	-1	8	-6	O=C(c1ccc(N2CCOCC2)c([N+](=O)[O-])c1)N1CCN(c2ccccc2F)CC1
0.96	-6	1	-5	0.99	-1	4	-4	CC1(C)CC(=O)C/C(=N\NC(=O)Cc2ccccc2)C1
0.94	-13	8	-4	0.92	2	6	8	CC(Sc1ncnc2ccccc12)C(=O)Nc1ccc2c(c1)OCO2 (stereo not given)
0.96	0	-7	2	1.1	-5	4	-5	COc1ccccc1C(=O)Nc1nnc(S(=O)(=O)N2CCCCC2)s1
1	27	3	2	0.97	-3	-1	17	CC(C)c1ccccc1NC(=O)c1cccc(NC(=O)c2ccccc2)c1
0.92	9	7	-8	0.93	1	8	19	CCn1c(SCC(=O)Nc2nc3c(s2)CCCC3)nnc1-c1ccccc1
1	31	6	8	0.94	0	0	-7	CC(C)(C)c1ccc(OCCC(=O)OCC(=O)NC2CCCCC2)cc1
0.9	8	-14	2	1.1	-2	10	-8	Cc1ccc(CN(C(=O)c2cccs2)C2CCS(=O)(=O)C2)cc1 (stereo not given)
0.91	-2	8	-3	0.92	1	9	11	Cc1cc(NC(=O)c2ccc(C#N)cc2)n(-c2ccccn2)n1
1.1	-6	-6	0	1.1	14	-10	8	CCCNC(=O)NC(=O)CN1C(=O)NC(C)(c2ccc3ccccc3c2)C1=O (stereo not given)
1.1	5	10	0	0.9	2	-5	3	CSCCC(NC(=O)COc1ccccc1)C(=O)OCCOc1ccc(C)cc1 (stereo not given)
0.85	4	16	-5	0.84	-1	15	34	Cc1cccc(N2CCN(C(=O)c3cc4c(=O)n(C)c5ccccc5c4n3C)CC2)c1C
1	1	-6	-4	1.1	6	-1	-8	COc1cc(C(=O)NCCc2ccc(F)cc2)ccc1OCC(=O)N1CCOCC1
1.1	-7	-12	-5	1.1	-5	-7	8	O=C(NCC(=O)N(c1ccccc1)C(C(=O)NC1CCCC1)c1ccncc1)c1ccco1 (stereo not given)
1	-9	9	2	0.91	7	-2	10	COc1ccc(Cc2nc(-c3ccc(Cl)cc3)no2)cc1
0.88	25	23	6	0.77	-16	12	31	Cn1cccc1/C=C1\CC(C(C)(C)C)C/C(=C\c2cccn2C)C1=O (stereo not given)
0.9	-12	7	-14	0.93	2	10	20	COc1ccc(Nc2nc(N3CCN(C)CC3)nc3ccccc23)c(OC)c1
0.88	-5	12	0	0.88	-1	12	11	O=[N+]([O-])c1nn(-c2ccc3c(c2)OCCO3)n(O)c1=NC1CCCC1
1	-3	2	1	0.98	1	-2	-9	CCOc1ccccc1NC(=O)C1CCC(=O)N1S(=O)(=O)c1ccc(C)cc1 (stereo not given)
1.1	6	13	-7	0.87	2	-5	8	CCc1ccc(NC2=CC(=O)CC(C)(C)C2)cc1
1	-14	-28	-2	1.3	-3	-3	7	COc1cccc(OC)c1OCCNCCO
1	7	5	19	0.95	0	-2	-9	O=C(O)CCNC1C=CS(=O)(=O)C1 (stereo not given)
0.99	-11	9	-5	0.91	-4	1	-19	CCOC(=O)c1nnn(-c2nonc2N)c1COc1c(C=O)cccc1OC
0.94	-10	-6	4	1.1	0	6	-9	Cc1ccc(OCC(=O)N2CCN(c3nnc(-c4ccc(C)cc4)c4ccccc34)CC2)cc1
0.96	1	3	2	0.97	-2	4	93*	O=S(=O)(c1cccs1)N1CN(Cc2ccco2)c2nc3ccccc3nc21
0.98	-6	4	-7	0.96	-2	2	-5	COC(=O)C1C(=O)C=C(Nc2ccc(F)cc2F)CC1c1ccc(OC)cc1 (stereo not given)
1	-1	10	-2	0.9	2	-4	-3	CC1(CCc2ccccc2)NC(=O)N(Cc2nnc(-c3ccccc3Br)o2)C1=O (stereo not given)
0.98	-6	-15	0	1.1	3	2	-8	CC(=O)Nc1ccc(S(=O)(=O)NCCN2CCOCC2)cc1
0.88	-5	4	-6	0.96	-2	12	-2	CCCC(=O)Nc1nc2ccc(NC(=O)c3c(F)c(F)c(OC)c(F)c3F)cc2s1
0.94	3	8	-2	0.92	-2	6	15	Cc1cc(C)n(CCOc2ccc(Cl)cc2Cl)n1
1	-1	-6	-6	1.1	5	-4	-3	O=C(OCC(=O)N1CCCC1)c1ccccc1OCc1ccccc1
0.88	5	17	-1	0.83	-4	12	-34	CC1(C)C(=O)CC[C@]2(C)C3C(=O)C=C4[C@H]5C[C@@](C)(C(=O)O)CC[C@]5(C)CC[C@]4(C)[C@]3(C)CC[C@@H]12 (stereo not given in full)
1.4	-12	-12	1	1.1	2	-41	20	O=C(COC(=O)C12CC3CC(CC(Br)(C3)C1)C2)Nc1cccc(S(=O)(=O)N2CCOCC2)c1
1.1	13	-21	3	1.2	7	-6	-13	Cc1cc(C)n(CC(=O)NC2CCCc3c2cnn3-c2ccccc2F)n1 (stereo not given)
1	-10	19	3	0.81	1	-4	9	c1coc(CNc2ncnc3ccccc23)c1
1.2	-13	5	3	0.95	21	-16	18	CN(C)c1nc(NC(C)(C)C)nc(SCC(=O)Nc2ccccc2)n1
1.1	1	5	-3	0.95	-1	-6	17	Cn1c(-c2ccccc2O)cc2ccccc21
1	3	-7	2	1.1	-2	-3	1	COc1cc(S(=O)(=O)NCc2ccccc2)ccc1F
1	-10	10	1	0.9	-4	-3	26	CC(=O)N1CCN(c2ccc(N)cc2)CC1
0.96	-12	-11	-5	1.1	-2	4	31	Cn1c(=O)c2cc(S(=O)(=O)NC(C(=O)Nc3cccnc3)c3ccccc3)ccc2n(C)c1=O (stereo not given)

4 compounds from above, sorted by molecular weight, low to high:
mIAP activ	ATG4B inh	hIAP block	HKDC1 inhibitor	hIAP activ	A3A deaminase	mIAP inh	PfGluPho inh	SMILES
1	-10	10	1	0.9	-4	-3	26	CC(=O)N1CCN(c2ccc(N)cc2)CC1
0.94	3	8	-2	0.92	-2	6	15	Cc1cc(C)n(CCOc2ccc(Cl)cc2Cl)n1
1	-1	10	-2	0.9	2	-4	-3	CC1(CCc2ccccc2)NC(=O)N(Cc2nnc(-c3ccccc3Br)o2)C1=O (stereo not given)
1.4	-12	-12	1	1.1	2	-41	20	O=C(COC(=O)C12CC3CC(CC(Br)(C3)C1)C2)Nc1cccc(S(=O)(=O)N2CCOCC2)c1
